# Mito fusion act – mitochondrial division inhibition or fusion activation; S. cerevisiae fusion-defective mutant growth rescue, CellTiterGlo 48 h; Potency, µM (highest dose often 46.1 µM), without a hit: at the highest dose growth rescue (activation), most hits filed as activators; 0.23% of 320,000 active; AID 485298;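 further: potency means the concentration at half of the fitted maximal effect; % of control where 0% means no effect; nearly all actives have a fitted effect of over 45% in size; temperature-sensitive fusion mutants such as fzo1-1 at 37 °C on non-fermentable ethanol glycerol medium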
#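 Compounds are tested for their ability to restore growth of mitochondrial fusion-defective yeast strains at non-permissive 37C in YPEG medium over 48 hours. Viability is quantified by luciferase luminescence.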
# MBNL1-CUG inh – blocks human MBNL1 binding to CUG repeat RNA | Q9NR56 | 0.036% of 280,000 active | TR-FRET MBNL1-His/biotin-(CUG)12 binding, 665/545 ratio | Potency, µM (highest dose often 57.5 µM), for inactives: at the highest dose activity change, negative = inhibition, actives largely listed as inhibitors; active means well fitted inhibition curve with a large enough effect in the signal ratio, with a control signal flat, not every such curve was filed as active; inconclusive means small, poorly fitted or top-dose-only effect, or effect the other way, or a change in a side signal; inactive means no such curve, though single readings can be large or run the other way; the % refers to the signal ratio; further: potency means the concentration at half of the fitted maximal effect; on the % scale 0 is the no-effect control and ±100 the full control effect
#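 His-tagged MBNL1 binding to biotinylated (CUG)12 RNA was measured by TR-FRET using terbium anti-His antibody (0.055 ng/ul final) and streptavidin-XL665 (5 nM final). Compounds were titrated 92 nM to 58 uM; 60 min at room temperature.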
# PKM2 act – increases activity of human pyruvate kinase M2; Potency, µM (highest dose often 57.5 µM), without a hit: at the highest dose activation, usual class: activators; AID 1631; purified PKM2, Kinase-Glo ATP luminescence, activation; response scale: 0% is enzyme alone, no compound; 0.34% of 260,000 active; further: potency means the concentration at half of the fitted maximal effect; on the % scale 0 is the no-effect control and ±100 the full control effect; nearly all actives have a fitted effect of over 55% in size
# Target sequence (P14618 whole entry, looked up): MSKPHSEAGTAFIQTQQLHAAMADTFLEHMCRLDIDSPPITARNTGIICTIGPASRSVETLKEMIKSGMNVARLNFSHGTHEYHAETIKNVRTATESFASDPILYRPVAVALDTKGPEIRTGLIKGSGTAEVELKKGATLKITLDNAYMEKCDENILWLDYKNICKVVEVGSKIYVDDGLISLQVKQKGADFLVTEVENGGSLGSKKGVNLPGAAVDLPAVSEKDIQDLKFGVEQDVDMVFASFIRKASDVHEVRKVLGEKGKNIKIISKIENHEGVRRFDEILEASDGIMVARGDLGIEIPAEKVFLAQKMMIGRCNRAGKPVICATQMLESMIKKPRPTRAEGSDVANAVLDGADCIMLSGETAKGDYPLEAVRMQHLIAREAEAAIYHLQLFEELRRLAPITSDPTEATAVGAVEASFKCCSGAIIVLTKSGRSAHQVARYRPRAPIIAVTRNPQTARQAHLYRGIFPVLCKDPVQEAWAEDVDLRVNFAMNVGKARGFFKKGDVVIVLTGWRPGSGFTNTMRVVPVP
#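 ATP formation by purified human PK-M2, quantified via coupled luciferase luminescence after 1 h at room temperature with 0.1 mM ADP and 0.5 mM PEP final.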
# GALK inh – inhibitors of human galactokinase; Potency, µM (titrated, usually from 57.5 µM), inactives show at the highest dose activity change, negative = inhibition, most hits filed as inhibitors; Purified GALK, Kinase-Glo residual ATP luminescence; P51570; 0.007% of 270,000 active; AID 1868; further: potency means the concentration at half of the fitted maximal effect; on the % scale 0 is the no-effect control and ±100 the full control effect
# Target sequence (P51570 whole entry, looked up): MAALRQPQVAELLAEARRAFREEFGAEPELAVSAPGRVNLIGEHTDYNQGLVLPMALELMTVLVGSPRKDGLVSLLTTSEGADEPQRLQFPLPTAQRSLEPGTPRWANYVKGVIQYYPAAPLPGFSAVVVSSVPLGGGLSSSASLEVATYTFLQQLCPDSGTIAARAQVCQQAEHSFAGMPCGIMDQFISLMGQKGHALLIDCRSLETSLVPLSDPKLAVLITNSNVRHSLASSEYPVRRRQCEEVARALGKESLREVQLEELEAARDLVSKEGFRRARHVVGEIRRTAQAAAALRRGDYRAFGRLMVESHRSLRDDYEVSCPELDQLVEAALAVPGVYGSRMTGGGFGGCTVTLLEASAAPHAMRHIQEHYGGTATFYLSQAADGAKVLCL
#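 Luminescence from leftover ATP (Ultra-Glo luciferase/luciferin) served as read-out after a 1 h room-temperature reaction of 5 nM GALK with 35 uM ATP and 100 uM galactose.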
# Menin-MLL TR inh – menin-MLL binding inhibition, Texas Red mutant peptide | O00255 | Menin + Texas Red MLL mutant peptide, fluorescence polarization | Potency, µM (doses to about 61.6 µM), without a hit: top-dose FP activity change, negative = inhibition, actives largely listed as inhibitors | 0.23% of 270,000 active; active means well fitted inhibition curve with a large enough effect in the polarisation, with a control signal flat, not every such curve was filed as active; inconclusive means small, poorly fitted or top-dose-only effect, or effect the other way, or a change in a side signal; inactive means no such curve, though single readings can be large or run the other way; the % refers to the polarisation; further: potency means the concentration at half of the fitted maximal effect; % of control where 0% means no effect; many of its hits are not listed in these tables
# S-ASM inh – blocks human secretory acid sphingomyelinase; P17405; placental ASM, HMU-PC fluorogenic substrate, 60 min; Potency, µM (top dose mostly 57.5 µM), for inactives: at the highest dose activity change, negative = inhibition, most hits filed as inhibitors; 0.006% of 340,000 active; AID 504937; further: potency means the concentration at half of the fitted maximal effect
#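 Fluorescence read-out (Ex 386 nm, Em 447 nm) after stopping the reaction at pH 10. Enzyme: ASM from human placenta; substrate HMU-PC0, 9 uM final; 60 min, 37 °C. Compound preincubation 10 min, ambient temperature.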
# USP2a inh – blocks human ubiquitin-specific protease USP2a; O75604; USP2 core, Ub-CHOP2 coupled fluorogenic reporter, 485/531; Potency, µM (series often up to 38.3 µM), inactives show top-dose activity change, negative = inhibition, hits mostly inhibitors; 0.01% of 330,000 active;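 further: potency means the concentration at half of the fitted maximal effect; plate controls were DMSO wells for no effect and full inhibition by NEM control for full effect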
#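 Deubiquitinase activity read as fluorescence (485/531 nm) after Ub-CHOP2 cleavage activates the enterokinase reporter on its substrate; USP2 core 10nM, Ub-CHOP2 and substrate 25nM each, 30min compound preincubation then 60min RT; data normalized to NEM, curves fitted.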
# hERG WT inh – inhibitors of human wildtype KCNH2 potassium channel; Q12809; U2OS, BacMam KCNH2, thallium flux FluxOr; hits give low values; activity change, % at 1.84 µM; 0.37% of 340,000 active; AID 720551;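 active means maximum activity change below -70%; inconclusive means maximum activity change between -70% and -50%; inactive means maximum activity change above -50%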; further: on the % scale 0 is the no-effect control and ±100 the full control effect
#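 U2OS cells were transduced with wild-type KCNH2 virus (2.03 x 10^8 / mL) for 4 h at room temperature, then cultured overnight at 37 C. Thallium flux was read with FluxOr dye. Rate constants were normalized to DMSO controls.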
# TSHR antag – antagonists of human thyroid stimulating hormone receptor. activity change, negative = inhibition, % at 11.5 µM. TSHR-expressing cells, TSH-stimulated cAMP HTRF, 2 h; hits give low values. AID 504810. P16473. 0.2% of 330,000 active;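 active means activity change below a set negative limit, meaning inhibition stronger than a set level, cut at about -70% in these data; inconclusive means activity change between two set negative limits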; further: on the % scale 0 is the no-effect control and ±100 the full control effect
#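 Cell-based HTRF cAMP assay; TSHR cells + compound, TSH EC80 (4nM final), 2 h, 37 deg C. Lysis with anti-cAMP cryptate and cAMP-d2, 30 min RT, read 665/620 nm.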
# Eya2 phos inh – Eya2 (human) phosphatase inhibition; recombinant Eya2, OMFP fluorescence dephosphorylation (OMFP is methylfluorescein phosphate); 0.006% of 330,000 active; Potency, µM (top dose mostly 76.9 µM), without a hit: top-dose activity, negative = inhibition, usual class: inhibitors; O00167; further: potency means the concentration at half of the fitted maximal effect; on the % scale 0 is the no-effect control and ±100 the full control effect
#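 Eya2 protein (added as 0.2 uM solution) was preincubated with compound for 10 min at ambient temperature in 50 mM HEPES pH 7.5, 50 mM NaCl, 5 uM MgCl2, 0.05% BSA, 1 mM DTT. OMFP (added at 50 uM) then reacted 10 min; fluorescence read at 485/525 nm.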
# Chronic BCR inh – chronic active BCR signaling inhibition | ABC-DLBCL IkBa-CBG/CBR reporter, luminescence ratio, 4 h | Potency, µM (highest dose often 46.1 µM), for inactives: at the highest dose ratio change, negative = lower green/red ratio, hits mostly inhibitors | 0.05% of 340,000 active | AID 493014; active means well fitted inhibition curve with a large enough effect in the signal ratio, with a control signal flat, not every such curve was filed as active; inconclusive means small, poorly fitted or top-dose-only effect, or effect the other way, or a change in a side signal; the % refers to the signal ratio;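 further: potency means the concentration at half of the fitted maximal effect; plate controls were basal doxycycline-induced cells for no effect and cells given 10 µM MG132 for full effect; MG132 reads +100%, hits lower the ratio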
#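 Concentration-response series (up to 46 uM) were applied to TMD8 dual-reporter cells for 4 h at 37C with doxycycline. Green/red ratio, after filter-overlap correction, defined %Activity; red signal alone was normalised to basal cells and zero luminescence.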
# * = called active by the depositor; ? = inconclusive; . = not tested or not shown; [ ] = remark or other dose. Unless noted, the call rests on the fitted dose curve; in most records, active means well fitted curve in the direction sought with a large enough effect; inconclusive means small, poorly fitted or top-dose-only effect, or another doubt; inactive means no such curve, though single readings can be large; an effect the other way counts as inactive or inconclusive. Not all compounds are listed; rates above refer to the full screens.
SMILES,Mito fusion act,MBNL1-CUG inh,PKM2 act,GALK inh,Menin-MLL TR inh,S-ASM inh,USP2a inh,hERG WT inh,TSHR antag,Eya2 phos inh,Chronic BCR inh
CCOC(=O)C1=C(C)NC(=O)NC1c1ccco1 (configuration not stated),0%,-20%,-12%,6%,-5%,-2%,1%,-24,3,11%,3%
CCCCSc1nnc2n(CCc3ccccc3)c(=O)c3c4c(sc3n12)COC(C)(C)C4,1%,2%,-2%,-2%,?,2%,2%,-1,-4,-4%,2%
CC1CCC(NC(=O)CCNS(=O)(=O)c2ccc3c(c2)CCC(=O)N3)CC1 (configuration not stated),3%,1%,.,-5%,.,-1%,4%,1,17,-2%,1%
Cc1cccc(C(=O)OCC(=O)NCC2CCCO2)c1O (configuration not stated),-6%,.,.,.,.,-1%,1%,-3,9,-8%,-3%
O=C(Nc1cccc(-c2cn3cccnc3n2)c1)c1ccc2c(c1)OCO2,7%,?,0%,-3%,6%,226%[activator],1%,6,-6,-7%,?
O=C(/C=C/Nc1ccc(S(=O)(=O)Nc2ncccn2)cc1)c1cccs1,1%,.,-1%,-1%,.,133%[activator],3%,3,-3,-17%,-11%
O=C(N/N=C/c1cc([N+](=O)[O-])ccc1O)C1C2CCCCC21 (configuration not stated),2%,9%,3%,2%,?,.,1%,.,-17,2%,?
COc1ccc(C(=O)/C=C(/C)N(C)C)cc1,-2%,-4%,1%,-2%,-4%,6%,-1%,-7,2,-20%,8%
CCOc1ccc(/C=N/NC(=O)CN2CCSCC2)cc1,-7%,5%,-9%,1%,-9%,1%,0%,16,17,7%,2%
Cc1ccc2nc(NC(=O)CNS(=O)(=O)c3ccc(Br)s3)sc2c1,13%,13%,0%,2%,37%[activator],-11%,-10%,-16,7,6%,0%
O=C(c1ccc2c(c1)OCO2)C1CCCN(Cc2ccc3nsnc3c2)C1 (configuration not stated),?,?,3%,6%,-11%,-2%,1%,4,-7,-1%,1%
COc1ccc(-c2[nH]ncc2CNC(C)CCn2cccn2)c(F)c1 (configuration not stated),5%,1%,-5%,0%,16%,-5%,1%,-3,0,10%,10%

# 2 compounds picked at random from those above, as already listed:
SMILES,Mito fusion act,MBNL1-CUG inh,PKM2 act,GALK inh,Menin-MLL TR inh,S-ASM inh,USP2a inh,hERG WT inh,TSHR antag,Eya2 phos inh,Chronic BCR inh
CCOc1ccc(/C=N/NC(=O)CN2CCSCC2)cc1,-7%,5%,-9%,1%,-9%,1%,0%,16,17,7%,2%
O=C(N/N=C/c1cc([N+](=O)[O-])ccc1O)C1C2CCCCC21 (configuration not stated),2%,9%,3%,2%,?,.,1%,.,-17,2%,?

# Carrying on.
SMILES,Mito fusion act,MBNL1-CUG inh,PKM2 act,GALK inh,Menin-MLL TR inh,S-ASM inh,USP2a inh,hERG WT inh,TSHR antag,Eya2 phos inh,Chronic BCR inh
Cc1c(NC(=O)c2ccc(C(C)(C)C)cc2)cccc1[N+](=O)[O-],8%,-3%,-4%,1%,12%,.,3%,5,-6,-2%,?
CCN(CC)C(=O)NC1CC2CCCC(C1)N2Cc1ccccc1 (configuration not stated),2%,-15%,-8%,3%,0%,4%,-1%,1,-5,-1%,0%
CCCCC(C(=O)NC1CCCC1)N(C(=O)c1snc(C(N)=O)c1N)c1ccc(F)cc1 (configuration not stated),3%,1%,1%,-2%,8%,.,5%,-43,-2,8%,0%
C=CCNC(=O)c1onc(CSc2cc(C)cc(C)c2)c1C(=O)O,5%,-4%,-13%,-1%,20%,7%,-1%,-5,-7,34%,1%
CCn1nc(C(=O)NC2=NCCS2)c2ccccc2c1=O,-3%,11%,-1%,2%,-1%,0%,3%,-4,1,9%[15.4 µM],6%
Cc1cc(C)cc(NC(=O)C(=O)NCC2CCCO2)c1 (configuration not stated),-3%,-1%,-15%,2%,5%,-1%,2%,.,11,13%,?
O=C(C1CCCCN1S(=O)(=O)c1ccc(F)cc1)N1CCN(c2ccccc2F)CC1 (configuration not stated),-6%,-5%,-4%,-3%,-6%,4%,1%,20,-1,6%,6%
CC(C)CC1(C)NC(=O)N(CC(=O)Nc2ccc3c(c2)OCCO3)C1=O (configuration not stated),.,.,.,.,.,2%,0%,9,1,6%,1%
O=C(O)c1ccc(CNCc2ccccc2Cl)cc1,1%,-1%,2%,0%,7%,3%,2%,-4,0,17%,0%
CC(=O)Nc1cccc([N+](=O)[O-])c1,1%,?,-1%,-4%,0%,-1%,0%,-13,12,20%,0%
Cc1cc2nc(-c3ccc(NC(=O)c4cccnc4)cc3)oc2cc1C,-2%,-9%,-4%,8%,11%,88%[activator],3%,-6,?,11%,?
Cn1c(=O)oc2cc(S(=O)(=O)CCC(=O)Nc3ccccc3)ccc21,1%,-3%,.,7%,.,3%,-7%,-10,-4,-4%,8%
Cc1ccc(-n2ncc3c(NCCCN4CCOCC4)ncnc32)c(C)c1,-1%,-13%,-1%,2%,-6%,0%,-1%,3,4,-1%,5%
O=C1N=C(c2ccccc2)C(c2ccccc2)N1 (configuration not stated),-4%,-2%,0%,2%,-26%,8%,3%,0,-2,15%,-2%
CCOc1ccc(CCNC(=O)c2cc3c(C)nccc3[nH]c2=O)cc1OCC,-17%,6%,0%,-1%,-2%,1%,0%,-5,-18,-10%,?
COc1cc(/C=N/NC(N)=O)ccc1OC(=O)c1ccc(C)cc1,-5%,-2%,0%,2%,19%,.,1%,.,4,7%,2%
COc1ccccc1N1CCN(C(=O)/C=C/c2ccc3c(c2)OCO3)CC1,2%,3%,-1%,2%,?,-1%,1%,-12,-3,4%,5%
CC(=O)Nc1c(Br)cc(N2C(=O)CCC2=O)cc1Br,-1%,-10%,-1%,1%,3%,0%,0%,-30,-4,11%,?
O=C(CCc1ccccc1)OCC(=O)c1ccc(Br)cc1,7%,-11%,1%,-1%,-31%,-3%,8%,-1,2,5%,-3%
O=S(=O)(c1ccc(F)cc1)N1CCC(N2CCCCCC2)CC1,0%,-2%,2%,3%,7%,2%,2%,3,5,5%,1%
Cc1ccc(NC(=O)CN2C(=O)NC3(CCc4ccccc43)C2=O)cc1S(=O)(=O)N1CCCCC1 (configuration not stated),-6%,.,.,.,.,-4%,-8%,5,20,?,?
CCOCCCNC(=O)CN(c1cc([N+](=O)[O-])ccc1OC)S(C)(=O)=O,0%,18%,-5%,6%,15%,2%,5%,-1,4,4%,-8%
O=C(CSc1ccc(-c2ccco2)nn1)NCc1ccccc1Cl,-1%,5%,8%,-1%,-1%,-1%,-1%,2,8,2%,1%
COc1ccc(/C=N/N2C(C)CCCC2C)cc1OC (configuration not stated),-7%,0%,.,-2%,3%,5%,-1%,0,0,-26%,4%
C=CCOC(=O)COc1ccc2c(C)c(C)c(=O)oc2c1C,2%,13%,1%,2%,-7%,-1%,0%,4,-14,-12%,-3%
Cc1cc(Nc2ccc3c(c2)OCCO3)c2cc(Cl)ccc2n1,7%,.,0%,-1%,?,-1%,-1%,1,-7,2%,-2%
COc1ccc(NC(=O)CCSc2nnc(C)s2)cc1,-4%,4%,-8%,0%,8%,3%,.,1,.,.,.
COc1ccc2[nH]c(=O)c(CN(CCCN(C)C)C(=O)Nc3ccc(F)cc3)cc2c1,4%,-13%,5%,4%,-4%,32%[activator],7%,-5,22,1%,-2%
Cc1c(C)n(-c2ccc(Cl)cc2)c2ncnc(N)c12,-7%,2%,2%,-3%,-8%,4%,-3%,-5,6,-9%,-12%
O=C(CSCc1ccccc1)Nc1cccc(F)c1,5%,-7%,-5%,0%,23%,5%,-1%,0,22,-5%,-4%
O=C(NCCCN1CCCC1=O)c1cccc(S(=O)(=O)Nc2ccc(F)cc2)c1,3%,.,.,.,.,1%,-1%,2,-4,7%,4%
Cc1cccc(NC(=O)Nc2ccc(F)cc2)n1,6%,2%,.,1%,-11%,4%,-1%,-2,-6,10%,?
